High-throughput results as filed in PubChem BioAssay.
beta cell repl: induces beta-cell replication in MIN6 cells. MIN6 cells proliferation, ATPlite luminescence, 48 h; cells starved in 0.2% serum; 100% = growth in 10% serum. proliferation, % at 10 µM. hit rate 0.29% among 330,000;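 active = compounds whose signal lies at least 3.5 SD above the mean of all wells on their plate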;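 note: 0% = DMSO-treated cells in low-serum medium and 100% = 10% serum control; some compounds called inactive have numbers as strong as hits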
MPTP block: permeability transition pore inhibition. isolated mouse mitochondria, Ca2+ swelling absorbance, 30 min. inhibition, % at 10 µM. hit rate 1.4% among 360,000. AID 602449;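 active = inhibition of 50% or more, scaled per plate between neutral and stimulator controls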;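 note: 0% = DMSO wells given calcium and 100% = 1 mM EGTA wells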
NLRP3 yeast inh: blocks the NALP3 inflammasome reconstituted in yeast; inhibition, % at 10 µM; hit rate 0.39% among 330,000; Yeast reconstituted NLRP3/ASC/caspase-1, beta-gal luminescence, 24 h; AID 2825;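 active = inhibition of 50% or more; inactive = inhibition below 50%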;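 note: plate controls were induced DMSO wells for no effect and uninduced yeast grown without galactose for full effect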
GRIN3A LBD mod: modulators (binders) of human NR3A ligand-binding domain. NR3A LBD differential scanning fluorimetry, Tm shift; 0% = protein alone, 100% = glycine-bound protein. Tm shift relative to glycine control, % at 25 µM. hit rate 2.5% among 340,000. AID 1259313;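 active = melting temperature shift of at least 10% of the positive control shift, at one fixed dose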
APJ ag: APJ receptor agonism; P35414; CHO-K1 APJ PathHunter beta-arrestin, luminescence; 0% DMSO wells, 100% apelin; AID 2520; hit rate 0.11% among 330,000; activation, % at 20 µM;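 active = activation more than six SD over the plate average, tested at 20 µM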;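 note: 0% = DMSO alone and 100% = apelin-13 at 10 nM; some results filed as inactive read as strong as hits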
Target sequence (P35414 whole entry, looked up): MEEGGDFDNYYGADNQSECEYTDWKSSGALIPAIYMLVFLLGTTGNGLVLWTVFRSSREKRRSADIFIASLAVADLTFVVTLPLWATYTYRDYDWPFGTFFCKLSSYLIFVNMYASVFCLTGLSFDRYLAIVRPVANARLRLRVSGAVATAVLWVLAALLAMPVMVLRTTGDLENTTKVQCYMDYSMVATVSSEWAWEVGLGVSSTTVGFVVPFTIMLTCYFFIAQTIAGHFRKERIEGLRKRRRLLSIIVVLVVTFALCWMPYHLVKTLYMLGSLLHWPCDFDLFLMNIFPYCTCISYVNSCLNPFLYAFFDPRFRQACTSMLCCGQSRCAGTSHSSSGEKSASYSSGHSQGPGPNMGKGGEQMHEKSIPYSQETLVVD
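Incubation: overnight seeding, 90 min compound at 25 °C, 1 h detection; test system: PathHunter CHO-K1 APJ (AGTRL-1) beta-arrestin reporter cells; amount: 1000 cells/well; doses: one dose, 20 µM compound, 1% DMSO; measured by: beta-gal luminescence; measure: agonist-driven arrestin binding to APJ; benchmarks: negative DMSO alone, positive Apelin-13 at 10 nM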
tim10-1 inh: inhibits growth of tim10-1 mutant yeast; S. cerevisiae tim10-1 ts strain growth, BacTiter-Glo, 24 h; inhibition, % at 20 µM; hit rate 2.2% among 330,000;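 active = inhibition of at least 40%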;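 note: mutant grown at 25 °C; 0% = DMSO wells with yeast and 100% = wells holding no yeast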
tim23-1 inh: tim23-1 yeast growth inhibition | S. cerevisiae tim23-1 growth, BacTiter-Glo luminescence, 24 h | hit rate 1.3% among 330,000 | AID 463212 | inhibition, % at 20 µM;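 active = growth inhibition of the mutant yeast at or above 50%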;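 note: temperature-sensitive mutant grown at 25 °C; plate controls were DMSO-treated mutant yeast for no effect and medium wells lacking yeast for full effect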
TIM10 inh: TIM10 yeast growth inhibition. AID 463195. S. cerevisiae TIM10 strain growth, BacTiter-Glo luminescence, 24 h. inhibition, % at 10 µM. hit rate 1.4% among 330,000;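 active = inhibition of 40% or more at the single tested concentration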;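 note: wild-type TIM10 isogenic control strain grown at permissive 25 °C; 0% = DMSO yeast wells and 100% = minimal medium wells without yeast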
APJ antagonist: antagonists of human APJ apelin receptor. inhibition, % at 20 µM. CHO-K1 APJ beta-arrestin complementation, luminescence. AID 2521. P35414. hit rate 0.32% among 330,000;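 active = inhibition above about 40% at 20 µM, limit read from the data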;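 note: cells challenged with 10 nM apelin-13 agonist together with compound; plate controls were apelin-13 plus DMSO wells for no effect and DMSO wells lacking apelin-13 for full effect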
Active calls of the source: *. Hits appear at their usual frequency. About 7.2% of those tested had a hit in this group.

item	Molecule	beta cell repl	MPTP block	NLRP3 yeast inh	GRIN3A LBD mod	APJ ag
1	Cn1cccc1/C=C1/SC(=S)N(CC(=O)O)C1=O	-1	-0.2	19	1	-4
2	CN(C)S(=O)(=O)c1ccc(S(=O)(=O)NCc2cccs2)cc1	-1	-0.4	6	0	-2
3	C/C(CC(=O)NCc1ccco1)=N\NC(=O)Cc1ccc(Cl)cc1	-4	8.8	7	2	-1
4	COc1cc(C(=O)NCC(=O)NCCN2C(=O)S/C(=C\c3ccccc3Cl)C2=O)cc(OC)c1OC	-1	-1.3	15	-1	14
5	COc1ccc(C(CC(=O)O)NS(=O)(=O)c2ccc3c(c2)N(C(C)=O)CC(C)O3)cc1 (centres undefined)	2	-0.5	8	-2	-3
6	COc1ccc(C2=NC(CO)(CO)CO2)cc1	-1	-0.5	-1	2	0
7	CCS(=O)(=O)N1N=C(c2ccc(NS(C)(=O)=O)cc2)CC1c1ccccc1 (centres undefined)	0	-0.3	2	-5	0
8	COc1ccc(OCc2cc(C(=O)N(C)C3CCOC3)no2)c(Cl)c1 (centres undefined)	1	-0.9	17	2	0
9	CCOC(=O)c1ccccc1NC(=O)COC(=O)C1=COCCO1	-5	0.5	7	2	0
10	Nc1c(C(=O)N2CCOCC2)sc2nc(N3CCOCC3)c3c(c12)CCCC3	0	5.0	13	4	2

item	tim10-1 inh	tim23-1 inh	TIM10 inh	APJ antagonist
1	-8	11	9	-37
2	-10	6	13	3
3	9	4	14	4
4	11	17	13	17
5	-3	-2	-8	-13
6	4	7	-7	-5
7	15	10	5	-4
8	-1	7	3	16
9	26	5	2	14
10	15	-7	12	-5

(next part)
item	Molecule	beta cell repl	MPTP block	NLRP3 yeast inh	GRIN3A LBD mod	APJ ag
11	COc1cccc(Nc2cc(C)c3ccccc3n2)c1	-1	1.2	30	0	-3
12	CC(C)c1cc(=O)n2[nH]c(N)nc2n1	-1	-1.2	14	1	-2
13	C=CC[n+]1c(-c2ccc(Cl)cc2Cl)csc1Nc1ccc(NC(C)=O)cc1	-5	-0.6	22	-10	-4
14	COc1ccc(CNC(=O)CS(=O)(=O)Cc2nc(-c3cccc(OC)c3)oc2C)cc1	-1	0.5	17	0	4
15	Cc1c(CNC2CCCC2)c(C(=O)O)c(C)n1Cc1ccccc1	-3	-0.1	12	0	-2
16	CC(=O)c1ccc(N2Cc3ccccc3/C2=N\C(=O)Nc2ccc(Cl)cc2)cc1	2	0.2	-70	-1	-2
17	Cn1c(-c2ccccc2F)cc2onc(-c3ccccc3)c2c1=O	-5	-0.3	29	-1	0
18	CCCCN1C(=O)C(O)(CC(=O)c2ccco2)c2cc(Br)ccc21 (centres undefined)	-7	-1.8	-2	-1	0
19	CCC1Sc2ccccc2N(CC(=O)NC2CC2)C1=O (centres undefined)	-1	1.5	-13	-4	-3
20	CC(c1ccccc1)N1C(=O)c2ccccc2C1O (centres undefined)	0	0.2	8	0	-4

item	tim10-1 inh	tim23-1 inh	TIM10 inh	APJ antagonist
11	29	46	-5	-13
12	7	8	3	-1
13	60*	67*	37	-15
14	3	14	-9	8
15	20	12	-3	14
16	9	1	-1	-5
17	22	42	0	13
18	21	9	14	-4
19	2	3	10	8
20	12	14	1	9

(further entries)
item	Molecule	beta cell repl	MPTP block	NLRP3 yeast inh	GRIN3A LBD mod	APJ ag
21	Cc1ccnc(NC(=O)CN2C(=O)c3ccccc3C2=O)c1	-1	-0.2	12	0	-3
22	CCOc1cc(/C=N/N=C(/N)c2nonc2N)cc(Br)c1OCc1ccc(Cl)cc1	-5	3.3	18	-1	-3
23	O=S(=O)(NC1CC1)c1ccc(S(=O)(=O)N(Cc2ccccn2)C2CC2)cc1	-2	1.0	14	1	1
24	O=C(N/N=C/c1cccs1)c1cccc2cc[nH]c12	1	-0.9	2	-4	-4
25	COCCNC(=O)C(c1cccs1)N(C(=O)Cn1nnc2ccccc21)c1cccc(C)c1 (centres undefined)	0	-2.6	-6	1	0
26	COc1ccc(Cc2nnc(Nc3c(C)cccc3C)o2)cc1OC	-1	1.0	16	-1	4
27	CCCCCC(=O)NNC(=O)Nc1ccccc1	-2	-1.1	4	1	-2

item	tim10-1 inh	tim23-1 inh	TIM10 inh	APJ antagonist
21	2	-5	0	10
22	8	15	18	-12
23	-19	-4	-29	14
24	1	16	16	4
25	5	7	14	13
26	-3	0	8	10
27	6	-4	10	19

Compounds from the list above with a furan ring, fused or not, in the order listed:
item	Molecule	beta cell repl	MPTP block	NLRP3 yeast inh	GRIN3A LBD mod	APJ ag
3	C/C(CC(=O)NCc1ccco1)=N\NC(=O)Cc1ccc(Cl)cc1	-4	8.8	7	2	-1
18	CCCCN1C(=O)C(O)(CC(=O)c2ccco2)c2cc(Br)ccc21 (centres undefined)	-7	-1.8	-2	-1	0

item	tim10-1 inh	tim23-1 inh	TIM10 inh	APJ antagonist
3	9	4	14	4
18	21	9	14	-4

Reformatted with one line to a screen: entries from further up.
21: Cc1ccnc(NC(=O)CN2C(=O)c3ccccc3C2=O)c1
22: CCOc1cc(/C=N/N=C(/N)c2nonc2N)cc(Br)c1OCc1ccc(Cl)cc1
23: O=S(=O)(NC1CC1)c1ccc(S(=O)(=O)N(Cc2ccccn2)C2CC2)cc1
24: O=C(N/N=C/c1cccs1)c1cccc2cc[nH]c12

entry no.	21	22	23	24
beta cell repl	-1	-5	-2	1
MPTP block	-0.2	3.3	1.0	-0.9
NLRP3 yeast inh	12	18	14	2
GRIN3A LBD mod	0	-1	1	-4
APJ ag	-3	-3	1	-4
tim10-1 inh	2	8	-19	1
tim23-1 inh	-5	15	-4	16
TIM10 inh	0	18	-29	16
APJ antagonist	10	-12	14	4

Single records, as listed above. Order of values: beta cell repl	MPTP block	NLRP3 yeast inh	GRIN3A LBD mod	APJ ag	tim10-1 inh	tim23-1 inh	TIM10 inh	APJ antagonist
COCCNC(=O)C(c1cccs1)N(C(=O)Cn1nnc2ccccc21)c1cccc(C)c1 (centres undefined) as listed: 0	-2.6	-6	1	0	5	7	14	13
O=C(N/N=C/c1cccs1)c1cccc2cc[nH]c12 as listed: 1	-0.9	2	-4	-4	1	16	16	4
